Screening results from PubChem.
PKM2 activator: qHTS Assay for Activators of Human Muscle isoform 2 Pyruvate Kinase; Pyruvate kinase PKM (Homo sapiens), P14618; purified PKM2, Kinase-Glo ATP luminescence, activation; response scale: 0% is enzyme alone, no compound; Potency, µM (top dose mostly 57.5 µM), for inactives: top-dose activation, actives largely listed as activators; 0.34% of 260,000 active; AID 1631, 2009; further: potency means the concentration at half of the fitted maximal effect; on the % scale 0 is the no-effect control and ±100 the full control effect; nearly all actives have a fitted effect of over 55% in size
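ATP formation by purified human PK-M2, quantified via coupled luciferase luminescence after 1 h at room temperature with 0.1 mM ADP and 0.5 mM PEP final.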
CXXC DNA block: qHTS Fluorescence Polarization Assay for Inhibitors of MLL CXXC domain - DNA interaction; MLL-CXXC / FITC-HOXA9 DNA fluorescence polarization; Histone-lysine N-methyltransferase 2A (Homo sapiens), Q03164; 0.037% of 290,000 active; Potency, µM (titrated, usually from 115 µM), inactives show at the highest dose activity change, negative = inhibition, usual class: inhibitors; active means well fitted inhibition curve with a large enough effect in the polarisation, with a control signal flat, not every such curve was filed as active; inconclusive means small, poorly fitted or top-dose-only effect, or effect the other way, or a change in a side signal; inactive means no such curve, though single readings can be large or run the other way; the % refers to the polarisation; further: potency means the concentration at half of the fitted maximal effect
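Fluorescence polarization: 7 uM MLL-CXXC (stock) preincubated 5 min with compounds, then 50 nM fluorescein-HOX-A9 DNA (stock) added; 30 min ambient. Buffer 50 mM Tris-HCl pH 7.5, 50 mM NaCl, 1 mM DTT, 0.05% BSA.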
GALK inhibitor: qHTS Assay for Inhibitors of Human Galactokinase (GALK) | 0.007% of 270,000 active | AID 1868, 2009 | Purified GALK, Kinase-Glo residual ATP luminescence | Potency, µM (top dose mostly 57.5 µM), for inactives: top-dose activity change, negative = inhibition, hits mostly inhibitors | P51570; further: potency means the concentration at half of the fitted maximal effect; on the % scale 0 is the no-effect control and ±100 the full control effect
Target sequence (P51570 whole entry, looked up): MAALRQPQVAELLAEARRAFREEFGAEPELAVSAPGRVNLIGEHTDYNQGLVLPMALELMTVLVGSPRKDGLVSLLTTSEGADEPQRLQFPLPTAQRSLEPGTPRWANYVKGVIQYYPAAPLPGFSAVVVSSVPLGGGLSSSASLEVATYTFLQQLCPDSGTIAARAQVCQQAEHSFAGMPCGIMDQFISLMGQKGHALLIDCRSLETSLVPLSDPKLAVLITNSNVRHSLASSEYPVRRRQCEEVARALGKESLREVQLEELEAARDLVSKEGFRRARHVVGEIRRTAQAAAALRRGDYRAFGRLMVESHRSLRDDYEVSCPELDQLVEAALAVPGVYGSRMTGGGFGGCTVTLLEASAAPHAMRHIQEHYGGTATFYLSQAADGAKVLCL
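5 nM enzyme, 35 uM ATP, 100 uM galactose, 20 mM HEPES pH8.0, 5 mM MgCl2; 1 h RT; residual ATP by Kinase-Glo Plus luminescence, qHTS format.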
Giardia killer: Small Molecules that selectively kill Giardia lamblia: qHTS | activity change, % at 7.66 µM, hits read low | 0.15% of 340,000 active | Giardia lamblia trophozoite viability | AID 540267, 2011; in the data active means activity change below about -80%; inconclusive means between about -30% and that limit;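 further: parasites exposed to compound for two days anaerobically before the ATP read; on the % scale 0 is the no-effect control and ±100 the full control effect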
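Compounds were tested on trophozoites seeded at 100 cells/well and held 48 hrs at 37 deg C anaerobically. An ATP-based luminescent kit measured the remaining live cells.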
Menin MLL FP TR: qHTS Assay for Inhibitors Targeting the Menin-MLL Interaction in MLL Related Leukemias: Competition With Texas Red Labeled MLL-derived Mutant Peptide. 0.23% of 270,000 active. O00255. Potency, µM (series often up to 61.6 µM), for the others: top-dose FP activity change, negative = inhibition, actives largely listed as inhibitors. Menin + Texas Red MLL mutant peptide, fluorescence polarization; active means well fitted inhibition curve with a large enough effect in the polarisation, with a control signal flat, not every such curve was filed as active; inconclusive means small, poorly fitted or top-dose-only effect, or effect the other way, or a change in a side signal; inactive means no such curve, though single readings can be large or run the other way; the % refers to the polarisation; further: potency means the concentration at half of the fitted maximal effect; % of control where 0% means no effect; many of its hits are not listed in these tables
hERG WT inh: qHTS for Inhibitors of KCHN2 3.1: Wildtype qHTS; Voltage-gated inwardly rectifying potassium channel KCNH2 (Homo sapiens), Q12809; activity change, % at 1.84 µM; 0.37% of 340,000 active; U2OS, BacMam KCNH2, thallium flux FluxOr; stronger effect = lower value;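 active means maximum activity change below -70%; inconclusive means maximum activity change between -70% and -50%; inactive means maximum activity change above -50%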; further: on the % scale 0 is the no-effect control and ±100 the full control effect
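U2OS cells transduced with wild-type KCNH2 virus are loaded with FluxOr dye for 45 min, and thallium flux is measured in kinetic reads before and after stimulation buffer. Rate constants are normalized to DMSO controls.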
TRPV1 ag: HTS Assay for Compounds that Act as Agonists of the Vanilloid Receptor 1 | Transient receptor potential cation channel subfamily V member 1 (Homo sapiens), Q8NER1 | TRPV1-expressing cells, Fluo-8 calcium influx, agonist mode | activation, % at 8.33 µM | 0.19% of 320,000 active | AID 540275, 2011; in the data active means activation above about 80%; inconclusive means between about 30% and that limit; further: 0% is about no effect
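TRPV1-expressing cells were cultured overnight at 35.5C and loaded with Fluo-8 calcium dye for 40 to 90 min at room temperature. After a 10 s baseline, compound was added and calcium influx was read kinetically for 3 min (ex 480/em 520 nm).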
USP2a block: qHTS Assay for Inhibitors of Ubiquitin-specific Protease USP2a Using CHOP2 as the Reporter | Ubiquitin carboxyl-terminal hydrolase 2 (Homo sapiens), O75604 | USP2 core, Ub-CHOP2 coupled fluorogenic reporter, 485/531 | Potency, µM (highest dose often 38.3 µM), inactives show at the top dose activity change, negative = inhibition, actives largely listed as inhibitors | 0.01% of 330,000 active | AID 463254, 2010;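 further: potency means the concentration at half of the fitted maximal effect; plate controls were DMSO wells for no effect and full inhibition by NEM control for full effect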
Target sequence (O75604 whole entry, looked up): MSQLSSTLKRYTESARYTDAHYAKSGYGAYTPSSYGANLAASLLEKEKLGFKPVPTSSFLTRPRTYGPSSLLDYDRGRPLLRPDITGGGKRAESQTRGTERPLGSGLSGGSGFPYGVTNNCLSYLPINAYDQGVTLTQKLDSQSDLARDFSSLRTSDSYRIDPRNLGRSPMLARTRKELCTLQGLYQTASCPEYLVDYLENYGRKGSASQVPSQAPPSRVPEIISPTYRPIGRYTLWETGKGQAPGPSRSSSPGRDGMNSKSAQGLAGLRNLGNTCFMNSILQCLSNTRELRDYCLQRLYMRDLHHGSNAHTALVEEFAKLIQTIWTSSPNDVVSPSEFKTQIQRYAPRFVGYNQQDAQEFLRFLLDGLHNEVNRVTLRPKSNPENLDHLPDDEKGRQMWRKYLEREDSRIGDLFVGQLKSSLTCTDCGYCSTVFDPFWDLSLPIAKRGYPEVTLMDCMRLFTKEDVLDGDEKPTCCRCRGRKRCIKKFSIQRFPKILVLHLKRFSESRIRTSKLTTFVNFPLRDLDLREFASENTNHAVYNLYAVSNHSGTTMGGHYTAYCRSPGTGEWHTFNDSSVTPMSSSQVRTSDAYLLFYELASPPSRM
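Deubiquitinase activity read as fluorescence (485/531 nm) after Ub-CHOP2 cleavage activates the enterokinase reporter on its substrate; USP2 core 10nM, Ub-CHOP2 and substrate 25nM each, 30min compound preincubation then 60min RT; data normalized to NEM, curves fitted.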
B2AR arrestin: qHTS assay of beta-arrestin-biased ligands of beta2-adrenergic receptor; 0.02% of 330,000 active; Potency, µM (titrated, usually from 46.1 µM), without a hit: top-dose activation, hits mostly activators; AID 492947, 2010; beta-arrestin recruitment to beta2AR, cell-based reporter; Beta-2 adrenergic receptor (Homo sapiens), P07550;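 further: potency means the concentration at half of the fitted maximal effect; 0% = DMSO controls and full agonism = EC100 isoproterenol or metaproterenol; nearly all actives have a fitted effect of over 65% in size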
Coupling enz: qHTS Assay for Inhibitors of Fructose-1,6-bisphosphate Aldolase from Giardia Lamblia: Coupling assay counterscreen. 0.67% of 290,000 active. activity change, negative = inhibition, % at 58.2 µM, hits read low. coupling enzyme system counterscreen, AmpLite Red fluorescence; in the data active means activity change below about -30%; further: on the % scale 0 is the no-effect control and ±100 the full control effect
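Counterscreen of the coupled detection system alone, without aldolase: glyceraldehyde-3-phosphate coupling enzymes plus AmpLite Red readout. Compounds at 57.5 uM final, 10 min RT preincubation, 20 min RT reaction, fluorescence 525/598 nm.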
KCNH2 3.1 block: qHTS for Inhibitors of KCHN2 3.1: Mutant qHTS; Potassium voltage-gated channel subfamily H member 2, brain isoform KCNH2 3.1 (human); U2OS KCNH2 3.1, thallium flux FluxOr; stronger effect = lower value; activity change, % (tested at about 1.8 µM); 0.95% of 340,000 active; AID 720553, 2013;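 active means maximum activity change below -70%; inconclusive means maximum activity change from -70% to -50%; inactive means maximum activity change above -50%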;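 further: thallium influx rate constant from kinetic fluorescence after stimulation buffer; on the % scale 0 is the no-effect control and ±100 the full control effect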
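Kinetic fluorescence (2 min after stimulation buffer) measures Tl+ influx through KCNH2 3.1 expressed by viral transduction in U2OS cells; the rate constant is normalized against DMSO controls serving as positive and negative references.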
The depositor's hits bear a star; ? = inconclusive; / = not tested or not shown; [ ] = dose if it differs, or a comment. Unless noted, the call rests on the fitted dose curve; in most records, active means well fitted curve in the direction sought with a large enough effect; inconclusive means small, poorly fitted or top-dose-only effect, or another doubt; inactive means no such curve, though single readings can be large; an effect the other way counts as inactive or inconclusive.

SMILES	PKM2 activator	CXXC DNA block	GALK inhibitor	Giardia killer	Menin MLL FP TR	hERG WT inh	TRPV1 ag	USP2a block	B2AR arrestin	Coupling enz	KCNH2 3.1 block
OCCn1c(-c2ccc3c(c2)OCO3)csc1=Nc1ccccc1	6%	-2%	1%	-1	13%	-12	6	3%	0.3%	3	-5
O=C(Cn1c(=O)oc2ccccc21)Nc1n[nH]c(=S)s1	3%	6%	3%	-12	/	-2	-1	3%	0.0%	3	-7
COc1ccccc1OCC(=O)NCCSCc1ccccc1Cl	-11%	11%	-1%	14	-28%	-1	10	-3%	4.5%	0	5
CSCC[C@H](NC(=O)[C@H]1CC[C@H](CNC(=O)[C@@H]2CCCN2)CC1)C(=O)O	/	2%	-2%	-5	?	-5	-3	1%	0.5%	0	2
CC1(c2cccc3ccccc23)NC(=O)N(CC(=O)NC2CCS(=O)(=O)C2)C1=O (stereo unspecified)	2%	-3%	1%	3	-4%	5	-2	-17%	-0.8%	2	7
CCn1cc(C(=O)NC2CCCCCC2)c(=O)c2ccc(C)nc21	-2%	-2%	1%	20	-13%	-1	13	2%	-1.1%	-13	-3
CC1=CC(C)(C)N2C(=O)C3(C(C#N)=C(N)OC4=C3C(=O)CC(C)(C)C4)c3cc(C)cc1c32 (stereo unspecified)	-6%	-5%	0%	2	-13%	4	21	1%	0.1%	-2	-2
Cc1ccc(NC(=S)Nc2ccc(Br)cc2)cc1	2%	9%	-1%	-5	?	1	4	2%	-0.5%	2	15
S=c1[nH]nc(-c2cc(-c3ccsc3)n[nH]2)n1-c1cccc2ccccc12	-23%	21%	-3%	-26	36%[activator]	-3	0	3%	0.5%	0	/
CSc1cccc(NC(=S)N(CCC(C)C)C2CCN(C(C)=O)CC2)c1	1%	6%	6%	-7	1%	-5	16	1%	-0.6%	1	19
COc1ccc(C(=O)COC(=O)CN2C(=O)C3C4CCC(C4)C3C2=O)cc1 (stereo unspecified)	/	28%	-1%	7	-5%	2	-2	1%	-1.0%	1	-3
CC(C)COC(=O)N1CCCC1C(=O)Nc1nccs1 (stereo unspecified)	1%	-2%	-3%	-5	-2%	20	-3	1%	0.5%	4	0
O=C(NCc1ccccc1)c1ccc(C(=O)N(C2CCCCC2)C2CCCCC2)cc1	0%	-9%	1%	14	-13%	33	?	-9%	-0.2%	2	11
COc1ccccc1/C=C/c1nc(S(=O)(=O)c2ccccc2)c(N2CCC(C(N)=O)CC2)o1	/	50%[activator]	-7%	-2	?	13	25	1%	-0.2%	2	0
CC(Sc1nc2ccccc2c(=O)n1C)C(=O)NC1CCCCC1C (stereo unspecified)	/	/	/	19	/	1	4	2%	-0.1%	/	-5
COC(=O)CNC(c1ccccc1)c1cc(Br)ccc1NC(=O)OCc1ccccc1 (stereo unspecified)	-18%	-7%	0%	10	-15%	-1	4	-9%	0.5%	-2	-16
COc1ccc(C(=O)NNC2=Nc3cccc4cccc2c34)cc1	1%	?	1%	-2	?	0	2	9%	3.0%	-1	-5
FC(F)(F)C(F)(F)C(F)(F)c1nnc2ccc(N3CCOCC3)nn12	6%	2%	0%	-7	13%	22	-13	6%	-0.1%	-2	-29
CCOC(=O)C1=C(CN2CCN(C(=O)c3ccco3)CC2)NC(=O)NC1c1ccc(OC)cc1 (stereo unspecified)	/	1%	6%	-22	-17%	-5	1	1%	0.2%	4	6
O=C(Cn1ccc([N+](=O)[O-])n1)Nc1ccccn1	-2%	-13%	1%	9	22%	-9	0	3%	0.4%	0	16
O=C(c1cccc(S(=O)(=O)N2CCc3ccccc32)c1)N1CCN(c2ccccn2)CC1	1%	15%	-1%	-7	0%	2	8	-2%	-0.2%	0	0
Cc1cc(N2CCCC2=O)cc(C)c1S(N)(=O)=O	29%	1%	0%	8	13%	-2	1	2%	-0.2%	0	-1
O=C(NCc1cccs1)C1CCCN1C(=O)Nc1cccc(Cl)c1 (stereo unspecified)	0%	1%	-1%	-18	-8%	0	2	1%	-0.2%	-1	37
CCOc1cc(/C=C/C(=O)OCC(=O)NCCN2C(=O)CSC2=O)ccc1OCC(C)C	/	/	/	38[activator]	/	-4	3	5%	-0.2%	/	2
CSc1ccccc1C(=O)Nc1ccccc1C	-7%	-2%	4%	-6	-18%	-6	0	1%	-0.2%	1	-2
CCN(CC(=O)Nc1c(F)cccc1F)C(=O)c1cccnc1SC	-1%	4%	2%	-11	/	-3	5	0%	0.4%	/	9
O=C(O)CCC(=O)Nc1ccc(Br)c(Cl)c1	-4%	1%	-1%	18	-1%	-16	0	-1%	-0.1%	6	-6
Cc1sc(NC(=O)C2CC=CCC2C(=O)O)c(C(=O)OC(C)C)c1C (stereo unspecified)	-1%	7%	1%	-4	-19%	-4	-2	4%	0.5%	26	-7
O=C(CN1C(=O)C(=O)c2ccccc21)OCN1C(=O)c2ccccc2C1=O	8%	0%	-1%	-8	-2%	-5	0	0%	0.1%	7	13
CCN(CC)c1ccc(N2C(=NC(=O)C3CC3)SC3CS(=O)(=O)CC32)cc1 (stereo unspecified)	/	0%	0%	-17	-9%	-1	-8	2%	0.5%	2	14
CN(Cc1ccccc1)C(=O)CCn1c(=O)oc2ccccc21	-9%	2%	2%	-21	-1%	-4	1	-3%	-0.4%	-2	-8
Cc1noc(C)c1S(=O)(=O)N1CCCC(C(=O)N2CCC(C)CC2)C1 (stereo unspecified)	2%	-1%	2%	2	-9%	2	1	6%	0.1%	-1	14
O=C(N/N=C/c1ccc(Cl)cc1)c1n[nH]c2c1CCCC2	-4%	-10%	-1%	2	/	-6	?	4%	-0.7%	0	-5
COc1ccccc1N1CCN(C(=O)Cn2c(=O)[nH]c3ccsc3c2=O)CC1	4%	1%	1%	12	-3%	-5	-1	0%	-0.1%	6	1
O=C(Nc1ccccc1)C1C2/C=C\CCCCC21 (stereo unspecified)	1%	5%	-4%	0	-6%	/	?	4%	-0.3%	-2	5
O=C(Cc1ccc(Cl)cc1)NC(=S)Nc1ccccc1N1CCOCC1	-2%	1%	1%	0	1%	1	0	1%	-0.9%	-1	/
Cc1ccc(C(=O)Oc2ccc(N3C(=O)CCC3=O)c(C)c2)cc1	0%	?	0%	-4	3%	7	0	0%	-0.4%	1	4
O=C(NNC(=O)c1ccc(O)c(Cl)c1)c1cccc(S(=O)(=O)N2CCOCC2)c1	/	/	/	-9	/	-1	-6	3%	0.0%	/	7
CC1CC(C)CN(CCCNC(=O)CN2C(=O)c3cccnc3Oc3ccccc32)C1 (stereo unspecified)	/	-8%	6%	-12	-21%	6	3	0%	-0.1%	2	-22
Cc1ccc(C)c(NC(=O)Nn2cnnc2)c1	3%	0%	3%	14	0%	-12	-2	0%	0.2%	0	-13
CC(=O)OC(C(=O)NC1CCCCC1)c1ccc(Cl)cc1 (stereo unspecified)	-6%	13%	-5%	2	1%	-6	0	2%	0.1%	3	1
CNc1c(NS(=O)(=O)c2ccc(Cl)cc2)c(=O)oc2ccccc12	-1%	-3%	-3%	-10	?	0	11	2%	0.1%	1	4
CC(=O)N1N=C(c2ccccc2)OC1(C)CC(=O)Nc1ccccc1 (stereo unspecified)	2%	-4%	0%	-10	-28%	10	13	3%	0.3%	1	-4
COc1ccc(S(=O)(=O)Nc2ccc3ccccc3c2)cc1C	3%	17%	4%	-3	?	-15	3	-3%	0.1%	-1	-20
N#CC(C(=O)O)=C1CCCC1	1%	7%	3%	8	0%	-3	0	4%	4.2%	4	6
Cc1c(NC(=O)/C=C/c2cccs2)c(=O)n(-c2ccccc2)n1C	-1%	-12%	-4%	-7	-2%	16	-2	2%	4.0%	-1	5
Cc1nc2ccccn2c1C(=O)CSc1ccc(Cl)cc1Cl	2%	-14%	-4%	0	-12%	2	0	-1%	-0.1%	2	-2

This is a subset; count on the stated rates, not on these rows.
